Apaf1 inhib = blocks human Apaf-1 apoptosome activity; reconstituted apoptosome caspase-3 activity, DEVD-Rh110 fluorescence; O14727; 330,000 tested, 0.71% active; inhibition, % at 20 µM; AID 489030; active = inhibition of at least 40% at 20 µM;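 also: plate controls were DMSO wells for no effect and DEVD-CHO caspase inhibitor wells for full effect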
Target sequence (O14727 whole entry, looked up): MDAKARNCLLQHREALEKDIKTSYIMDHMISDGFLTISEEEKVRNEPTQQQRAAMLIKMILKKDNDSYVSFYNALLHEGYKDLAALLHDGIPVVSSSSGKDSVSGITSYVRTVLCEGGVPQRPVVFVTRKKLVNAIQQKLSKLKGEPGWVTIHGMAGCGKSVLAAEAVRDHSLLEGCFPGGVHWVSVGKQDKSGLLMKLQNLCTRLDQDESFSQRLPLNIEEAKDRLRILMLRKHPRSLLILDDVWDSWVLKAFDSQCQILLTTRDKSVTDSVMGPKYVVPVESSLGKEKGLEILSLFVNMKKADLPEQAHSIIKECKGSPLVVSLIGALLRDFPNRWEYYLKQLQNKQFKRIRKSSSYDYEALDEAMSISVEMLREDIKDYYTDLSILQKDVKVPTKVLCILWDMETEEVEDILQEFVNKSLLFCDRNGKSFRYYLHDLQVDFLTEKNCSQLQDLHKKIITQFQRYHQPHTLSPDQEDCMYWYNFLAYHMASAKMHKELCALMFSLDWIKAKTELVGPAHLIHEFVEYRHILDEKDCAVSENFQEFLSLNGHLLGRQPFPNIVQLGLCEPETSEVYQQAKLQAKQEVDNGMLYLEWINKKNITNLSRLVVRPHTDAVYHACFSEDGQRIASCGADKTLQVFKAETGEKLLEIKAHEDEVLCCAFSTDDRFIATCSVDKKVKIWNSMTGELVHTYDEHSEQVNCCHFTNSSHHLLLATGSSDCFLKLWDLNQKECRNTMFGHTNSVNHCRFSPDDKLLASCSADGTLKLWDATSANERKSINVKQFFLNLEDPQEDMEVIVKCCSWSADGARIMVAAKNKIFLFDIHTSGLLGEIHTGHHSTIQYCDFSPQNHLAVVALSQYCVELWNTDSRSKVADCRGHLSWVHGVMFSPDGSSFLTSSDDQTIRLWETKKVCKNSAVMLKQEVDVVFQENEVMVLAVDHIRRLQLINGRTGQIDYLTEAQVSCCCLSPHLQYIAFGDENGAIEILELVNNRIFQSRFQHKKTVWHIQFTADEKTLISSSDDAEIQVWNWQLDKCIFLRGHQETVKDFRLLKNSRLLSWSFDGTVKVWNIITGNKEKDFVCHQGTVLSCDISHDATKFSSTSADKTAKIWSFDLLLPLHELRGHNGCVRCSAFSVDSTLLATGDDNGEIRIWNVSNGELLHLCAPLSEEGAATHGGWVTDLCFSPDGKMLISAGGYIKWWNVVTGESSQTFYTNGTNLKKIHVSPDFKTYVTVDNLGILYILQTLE
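System: Apoptosome proteins | Medium: Hepes pH 7.5 with detergent and BSA | Also added: Cytochrome c trigger plus (Z-DEVD)2-Rh110 caspase-3 substrate | Incubation: 30 min compound preincubation, 50 min activation, room temperature | Detection: Rhodamine 110 fluorescence at Ex 480/Em 540 nm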
SENP8 block-1 = SENP8 protease inhibition; purified SENP8, Z-RLRGG-aminoluciferin cleavage, luminescence; inhibition, % at 10 µM; 330,000 tested, 1.2% active; AID 2540; in the data active = inhibition above about 50%
SENP8 block-2 = SENP8 (human) protease inhibition; Q96LD8; recombinant SENP8, Nedd8 substrate fluorescence; inhibition, % at 20 µM; 360,000 tested, 0.64% active; AID 602440; in the data active = inhibition mostly above about 40%, no sharp cut-off; inactive = mostly below about 27%
HKDC1 inhibitor = HKDC1 (human) hexokinase inhibition; Q2TB90; inhibition, % at 20 µM; recombinant HKDC1, G6PDH/diaphorase resazurin coupled fluorescence; AID 493160; 340,000 tested, 0.16% active;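 active = inhibition above about 35% when tested at 20 µM, limit read from the data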;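 also: plate controls were DMSO wells with enzyme for no effect and DMSO wells lacking enzyme for full effect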
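Test system: recombinant HKDC1 (HK5) hexokinase enzyme, produced in-house / Doses: 20 µM test compound, 1% DMSO / Timing: 90 min, room temperature / Detection: G6PDH/diaphorase-coupled fluorescence, 1 mM NADP, 100 µM resazurin, 525/613 nm / Control set: DMSO wells with and without enzyme mix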
SENP6 inh = SENP6 protease inhibition; Q9GZR1; Recombinant SENP6 catalytic domain, aminoluciferin luminescence; inhibition, % at 10 µM; 330,000 tested, 1.8% active;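 active = inhibition above about 50% at the single tested dose, limit read from the data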;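 also: plate controls were DMSO wells with enzyme for no effect and DMSO wells lacking enzyme for full effect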
PfGluPho inh = PfG6PD (Plasmodium falciparum) enzyme inhibition. PfGluPho enzyme, NADPH resazurin-diaphorase fluorescence. inhibition, % at 20 µM. 350,000 tested, 0.78% active;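 active = inhibition reaching at least a set limit at 20 µM in the primary screen, cut at about 59% in these data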;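 also: 0% = DMSO wells with substrate and 100% = DMSO wells lacking glucose-6-phosphate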
NLRP3 yeast inh = NALP3 inhibition in yeast | Yeast reconstituted NLRP3/ASC/caspase-1, beta-gal luminescence, 24 h | inhibition, % at 10 µM | 330,000 tested, 0.39% active;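 active = inhibition of 50% or more; inactive = inhibition below 50%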;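 also: plate controls were induced DMSO wells for no effect and uninduced yeast grown without galactose for full effect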
SENP1 inh = inhibitors of human SENP1 SUMO protease catalytic domain; inhibition, % at 10 µM; 360,000 tested, 0.21% active; Q9P0U3; recombinant SENP1 catalytic domain, CyPet-SUMO1-YPet FRET cleavage;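 active = inhibition at least 30% at 10 µM, raw YFP signal under a set limit, fluorescence ratio 0.5 to 1.5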;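 also: 0% = enzyme with DMSO and 100% = no enzyme wells; some results filed as inactive read as strong as hits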
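system = hSENP1 catalytic domain, recombinant | reagent = SFCypet-SUMO1-SFYpet substrate at 25 nM | doses = one dose per compound, 10 µM, 0.5% DMSO | incubation = enzyme reaction for 50 min at room temperature, dark | measured by = FRET, CFP and YFP emission | controls = no-enzyme low, enzyme-DMSO high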
SENP7 inh = SENP7 protease inhibition. inhibition, % at 5 µM. 330,000 tested, 1.5% active. recombinant SENP7, Z-RLRGG-aminoluciferin luminescence, 40 min. Q9BQF6. AID 434973;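 active = inhibition above about 50% at the single test dose, limit read from the data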;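 also: plate controls were DMSO with enzyme for no effect and no enzyme buffer wells for full effect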
The depositor's hits bear a star; · = not tested or not shown.

Order of results: Apaf1 inhib	SENP8 block-1	SENP8 block-2	HKDC1 inhibitor	SENP6 inh	PfGluPho inh	NLRP3 yeast inh	SENP1 inh	SENP7 inh
1. COc1ccc(-n2cc(-c3ccccc3)c3c(=S)nc[nH]c32)cc1
→ 15	9	-20	-8	19	-29	-30	1	-4
2. N#Cc1cc2c(nc1SCC(=O)N1CCCCC1)CCCC2
→ 15	-5	17	-6	-5	4	2	1	3
3. Cc1ccc(CNC(=O)C2CCCN2S(=O)(=O)c2ccc(Cl)cc2)cc1 (stereo not drawn)
→ -16	8	0	-3	12	-9	18	1	1
4. COc1ccc(/C=N/n2cncn2)cc1COc1ccc(NC(C)=O)cc1
→ -4	-2	22	5	-26	11	6	2	8
5. CCC1CCCCN1CCCNC(=O)Cn1c2ccccc2c2nc(=O)cc(C)n21 (stereo not drawn)
→ 5	-1	-21	7	16	-10	-4	-2	5
6. CN(CCC#N)C(=S)Nc1ccc(F)cc1
→ -10	-8	19	-4	-11	0	-3	3	1
7. Cc1ccc(C(=O)CSc2nnc(CNc3ccc(C)cc3C)o2)cc1
→ 11	1	12	-1	-4	11	22	1	6
8. CC(C)NC(=O)NC(=O)CN1C(=O)NC(Cc2c[nH]c3ccccc23)C1=O (stereo not drawn)
→ 5	-8	14	-10	-7	5	8	2	-10
9. CN(C)c1nc(OCCNC(=O)COc2ccc(Cl)cc2Cl)nc(N2CCOCC2)n1
→ 0	0	3	-15	-11	-4	2	-1	4
10. CC(=O)Nc1ccc(NC(=O)C/C(C)=N/NC(=O)C(=O)Nc2ccc(C)c(Cl)c2)cc1
→ -16	-2	12	-7	-8	-14	-6	-12	-1
11. CCOC(=O)C(CCCCCCC(NC(C)=O)(C(=O)OCC)C(=O)OCC)(NC(C)=O)C(=O)OCC
→ -4	-3	20	-4	-10	-6	17	2	6
12. CCc1nc2ccccc2nc1N1CCN(S(=O)(=O)c2ccc(Cl)cc2)CC1
→ 8	-4	-252	8	-3	16	18	0	-4
13. CCCC(NCC(=O)Nc1cc(S(=O)(=O)N2CCOCC2)ccc1OC)c1ccccc1 (stereo not drawn)
→ 24	-8	5	-1	-6	26	13	3	-8
14. CCCn1c(-c2cccc(F)c2)nc2c1c(=O)[nH]c(=O)n2Cc1ccccc1
→ 12	1	-65	-7	-7	-1	21	-1	-1
15. O=C(NC(=S)N(CCc1ccccc1)CCc1ccccc1)c1ccco1
→ -3	3	14	-9	7	-23	8	-4	2
16. O=C(Cn1ncc2c(=O)oc3ccccc3c21)N(Cc1ccco1)C1CCCCC1
→ -2	1	-1	-4	-2	0	16	2	3
17. O=C1c2cccc3cccc(c23)C(=O)N1CC1CCN(CC(O)COCc2ccc3c(c2)OCO3)CC1 (stereo not drawn)
→ 4	-3	-225	11	-20	2	10	0	-1
18. S=C(NN=C1CCCCCC1)Nc1ccc(Cl)cc1
→ 6	1	-2	-28	-29	4	13	-1	-9
19. CCOC(=O)c1[nH]c2ccccc2c1NC(=O)c1ccc(S(=O)(=O)N2CCCCC2)cc1
→ 4	-2	14	-8	-10	-2	19	1	-3
20. CN(C)/C=C/C(=O)c1cnc(-c2ccc(Cl)cc2)s1
→ 0	4	5	-8	19	-8	33	-4	7
21. COc1ccc(/C=N/NC(=O)c2ccc3c(c2)OCCO3)c(OC)c1
→ -12	-1	-106	0	-4	-5	4	3	-2
22. CCCCC1=CC2=C(c3ccco3)C(=O)C(C)(OC(=O)c3ccc(OC)cc3)C(=O)C2=CN1CCCCO (stereo not drawn)
→ 25	-2	3	11	-7	25	4	9	5
23. COc1cccc(N(C(=O)Cn2nnc(-c3cccs3)n2)C(C(=O)NC2CCCCC2)c2ccncc2)c1 (stereo not drawn)
→ 11	-1	16	-3	-9	-5	-5	4	1
24. C/C=C(/C)C(=O)Nc1cccc(C2=NOC3(C2)C[C@@H](C(N)=O)N(C(=O)C2(C)CC2)C3)c1 (stereo partly drawn)
→ -8	-4	7	-5	0	6	9	0	-3
25. Cc1cc(Cl)ccc1OCCCC(=O)N1CCOCC1
→ 4	-8	18	-2	11	-2	13	0	-2
26. C=C1[C@@H](O)[C@H](CC(C)C)N(Cc2ccccc2Br)S1(=O)=O
→ ·	·	19	13	·	0	·	2	·
27. CCCCCCCC(=O)O
→ -3	7	24	-4	15	4	1	4	-4
28. CC(C)(Oc1ccc(Cl)cc1)C(=O)NCc1ccco1
→ 14	8	-4	1	17	4	13	-10	2
29. CCCCSc1nc(O)c(C2OC(=O)c3c2ccc(OC)c3OC)c(=O)n1C (stereo not drawn)
→ 16	-1	13	4	-19	-22	2	0	-2
30. COc1cccc(/C=C2\SC(=S)N(NS(=O)(=O)c3ccc(C)cc3)C2=O)c1OC
→ 9	5	14	·	13	·	13	3	-6

(further entries)
nr	mol	Apaf1 inhib	SENP8 block-1	SENP8 block-2	HKDC1 inhibitor	SENP6 inh	PfGluPho inh	NLRP3 yeast inh	SENP1 inh	SENP7 inh
31	Cc1cc(NC(=O)CSc2nnnn2-c2ccccc2F)no1	2	1	2	-3	4	6	8	1	1
32	Cc1ccc2c(c1)c(-c1csc(N)n1)c(C)n2C	13	7	6	-6	4	24	2	-4	3
33	O=C(COc1cccc(C(F)(F)F)c1)Nc1ccc2[nH]ncc2c1	-11	2	5	8	-1	-1	25	-6	-3
34	O=C(N/N=C/c1ccc2c(c1)OCO2)c1sc2cccc(Cl)c2c1Cl	8	1	-41	-6	-6	0	15	0	-6
35	O=C(CCl)NCCCN(C(=O)C(Cl)Cl)c1ccc([N+](=O)[O-])cc1	-18	3	24	5	-7	-7	6	0	4
36	CC(C)OC(=O)C1C(=O)CC(C)(O)C(C(=O)OC(C)C)C1c1cccc(O)c1 (stereo not drawn)	-1	3	19	-9	6	-10	12	0	5
37	COc1ccc(N(CC(=O)Nc2ccc(F)c(F)c2)S(=O)(=O)c2c(C)n[nH]c2C)cc1	2	0	18	0	17	15	7	4	-10
38	COc1ccc(-c2nn(C)c(=O)c3ccccc23)cc1NS(C)(=O)=O	5	-9	6	1	-14	30	12	-1	-16
39	CCCCC(=O)NC(=S)Nc1cccc(Cl)c1N1CCCCC1	15	-3	10	4	-8	-2	-9	-1	0
40	CC1(C(=O)NC2CCCCC2)CCC(=O)N1Cc1cccs1 (stereo not drawn)	1	4	6	3	1	-5	3	-5	8
41	Cc1ccc(-n2c(SCC(=O)N3CCOCC3)nc(O)cc2=O)cc1	-4	2	3	-9	-5	20	16	0	-14
42	CCOC(=O)c1c(C)n(C)c2ccc(OC(=O)c3ccc([N+](=O)[O-])cc3)cc12	-6	-9	16	-5	-26	2	3	4	-8
43	CCOC(=O)Cn1cc(C#N)c2ccccc21	5	-12	8	-4	6	9	-3	1	-8
44	CC(=O)c1ccc(NC(=O)C2CCC(C)NC2=O)cc1 (stereo not drawn)	-1	7	23	-5	-8	-22	2	2	-1
45	O=C(Nc1nccs1)c1ccc(N2C(=O)[C@@H]3[C@H](C2=O)[C@H]2C=C[C@@H]3C2)cc1	-35	1	26	-2	-15	4	7	1	-4

Two of these compounds, set out differently:
31) Cc1cc(NC(=O)CSc2nnnn2-c2ccccc2F)no1
- Apaf1 inhib = 2
- SENP8 block-1 = 1
- SENP8 block-2 = 2
- HKDC1 inhibitor = -3
- SENP6 inh = 4
- PfGluPho inh = 6
- NLRP3 yeast inh = 8
- SENP1 inh = 1
- SENP7 inh = 1

32) Cc1ccc2c(c1)c(-c1csc(N)n1)c(C)n2C
- Apaf1 inhib = 13
- SENP8 block-1 = 7
- SENP8 block-2 = 6
- HKDC1 inhibitor = -6
- SENP6 inh = 4
- PfGluPho inh = 24
- NLRP3 yeast inh = 2
- SENP1 inh = -4
- SENP7 inh = 3

Other entries.
nr	mol	Apaf1 inhib	SENP8 block-1	SENP8 block-2	HKDC1 inhibitor	SENP6 inh	PfGluPho inh	NLRP3 yeast inh	SENP1 inh	SENP7 inh
46	CCOC(=O)c1cnc(SCC(=O)Nc2cc(C(F)(F)F)ccc2N2CCOCC2)nc1N	5	10	25	-4	-4	2	2	2	0
47	Cc1cccc(OCCCn2c(=O)sc3ccccc32)c1	5	3	22	2	2	33	15	3	2
48	COc1ccc(NC(=O)N2CCCC(CCC(=O)N(C)CCc3ccccn3)C2)cc1 (stereo not drawn)	1	-12	33	6	4	-7	10	0	5
49	COc1ccccc1NC(=O)c1[nH]c(C)c(C(C)=O)c1C	5	-6	-11	3	-15	-4	22	4	-8
50	CC(SCc1ccccc1)C(=O)NC1CCCC1 (stereo not drawn)	1	-3	7	-7	-15	2	22	1	6
51	Cc1ccn2cc(CCNC(=O)COc3ccccc3)nc2c1	-11	0	-87	-5	-8	4	-1	0	5
52	S=c1[nH]nc(C23CC4CC(CC(C4)C2)C3)n1Cc1ccco1	15	-8	9	0	-10	27	14	2	-1
53	COc1ccc(OCCOC(=O)c2cc(S(=O)(=O)N3CCOCC3)c(Cl)cc2Cl)cc1	14	-8	8	-9	7	-4	20	5	-10
54	COCCNC(=O)C(c1ccc(Cl)cc1)N(CCOC)C(=O)CCC(=O)Nc1ccccn1 (stereo not drawn)	-4	6	9	-4	8	6	9	2	-3
55	COc1cnc(-c2ccccn2)nc1Sc1c(Cl)cccc1Cl	1	-10	6	23	-6	19	12	2	1
56	COc1ccccc1CNC(=O)COC(=O)Cc1ccsc1	·	·	15	-4	·	4	·	3	·

In the list so far, these contain fluorine:
nr	mol	Apaf1 inhib	SENP8 block-1	SENP8 block-2	HKDC1 inhibitor	SENP6 inh	PfGluPho inh	NLRP3 yeast inh	SENP1 inh	SENP7 inh
6	CN(CCC#N)C(=S)Nc1ccc(F)cc1	-10	-8	19	-4	-11	0	-3	3	1
14	CCCn1c(-c2cccc(F)c2)nc2c1c(=O)[nH]c(=O)n2Cc1ccccc1	12	1	-65	-7	-7	-1	21	-1	-1
31	Cc1cc(NC(=O)CSc2nnnn2-c2ccccc2F)no1	2	1	2	-3	4	6	8	1	1
33	O=C(COc1cccc(C(F)(F)F)c1)Nc1ccc2[nH]ncc2c1	-11	2	5	8	-1	-1	25	-6	-3
37	COc1ccc(N(CC(=O)Nc2ccc(F)c(F)c2)S(=O)(=O)c2c(C)n[nH]c2C)cc1	2	0	18	0	17	15	7	4	-10
46	CCOC(=O)c1cnc(SCC(=O)Nc2cc(C(F)(F)F)ccc2N2CCOCC2)nc1N	5	10	25	-4	-4	2	2	2	0

High-throughput results from PubChem BioAssay.

Rows are unselected. Share with any hit: about 4.1%.
